Assay outcomes from PubChem.
JMJD2A Tudor inh = qHTS Assay for Inhibitors of JMJD2A-Tudor Domain. AlphaScreen JMJD2A-Tudor / H3K4me3 peptide binding. Potency, µM (top dose mostly 114 µM), for the others: top-dose activity change, negative = inhibition, hits mostly inhibitors. 4.4% of 390,000 active; note: % is set by controls: 0 for no effect and ±100 for the full control effect; nearly all actives have a fitted effect of over 50% in size
Pin1 inh = qHTS Assay to Find Inhibitors of Pin1 | Pin1 FP peptide displacement, HiFluor488, 10 min | 0.009% of 390,000 active | Potency, µM (top dose mostly 115 µM), for the others: at the top dose activity, negative = inhibition, most hits filed as inhibitors; active = well fitted inhibition curve with a large enough effect in the polarisation, with a control signal flat, not every such curve was filed as active; inconclusive = small, poorly fitted or top-dose-only effect, or effect the other way, or a change in a side signal; inactive = no such curve, though single readings can be large or run the other way; the % refers to the polarisation; note: % is set by controls: 0 for no effect and ±100 for the full control effect
GLS inh = qHTS for Inhibitors of Glutaminase (GLS); GLS enzymatic activity, qHTS titration; Potency, µM (doses to about 45.5 µM), inactives show at the top dose activity change, negative = inhibition, actives largely listed as inhibitors; Glutaminase kidney isoform, mitochondrial (Homo sapiens), O94925; 0.21% of 410,000 active; note: % is set by controls: 0 for no effect and ±100 for the full control effect
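Human kidney-isoform GLS in 45 mM KH2PO4 pH 8.2, 0.02% Tween-20, with compound, started with 1mM L-Glutamine (added stock). Glutamate oxidase/HRP/Amplex red coupled fluorescence read at start and after 30 min at RT.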
POLI inh = qHTS for Inhibitors of Polymerase Iota; AID 588590, 2011; Pol iota fluorescent replication assay, 10 min; Potency, µM (top dose mostly 115 µM), for the others: at the highest dose activity, negative = inhibition, actives largely listed as inhibitors; 1% of 390,000 active
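Pol iota at 10 nM preincubated 15 min with compounds at room temperature; reaction started with fluorescent substrate, 50 nM final. Fluorescence read kinetically at 0 and 10 min; buffer-only wells as negative control.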
PGK inhibitor = qHTS Assay to Find Inhibitors of Phosphoglycerate Kinase; Phosphoglycerate kinase, glycosomal (Trypanosoma brucei brucei), P07378; PGK/GAPDH coupled, Kinase-Glo luminescence, 60 min; Potency, µM (top dose mostly 57.5 µM), for the others: top-dose activity change, negative = inhibition, hits mostly inhibitors; 0.043% of 380,000 active; AID 602233, 2012; note: % is set by controls: 0 for no effect and ±100 for the full control effect; nearly all actives have a fitted effect of over 60% in size
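Recombinant glycosomal PGK reaction used 1,3-bisphosphoglycerate generated in-well by GAPDH (100nM final) in 100mM TEA pH 7.6, 5mM MgCl2, 0.01% Tween-20. After 60 minutes at room temperature, ATP was read by Kinase-Glo Plus luminescence end-point.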
HP1b chromo inh = HTS for Inhibitors of HP1-beta Chromodomain Interactions with Methylated Histone Tails; Chromobox protein homolog 1 (Homo sapiens), P83916; AlphaScreen HP1-beta / biotin-H3K9me3 peptide binding; Potency, µM (doses to about 114 µM), for inactives: top-dose activity change, negative = inhibition, most hits filed as inhibitors; 0.56% of 390,000 active; AID 540317, 2011; note: nearly all actives have a fitted effect of over 70% in size; inactives centre near 23
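AlphaScreen: HP1-beta (50 nM) preformed 30 min with biotin-H3(1-18)K9me3 peptide (50 nM) in PBS pH 7.4, 0.01% Tween-20. Compound added for 30 min at RT, then streptavidin donor/nickel chelate acceptor beads (10 ug/mL) for 30 min.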
G9a block = qHTS Assay for Inhibitors of Histone Lysine Methyltransferase G9a; G9a H3K9 monomethylation, AlphaScreen, 2 h; Potency, µM (series often up to 102 µM), inactives show at the highest dose activity, negative = inhibition, usual class: inhibitors; 8.8% of 350,000 active; note: % is set by controls: 0 for no effect and ±100 for the full control effect; nearly all actives have a fitted effect of over 75% in size
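Quantitative HTS format: methyltransferase activity on a biotin-tagged H3K9 peptide is measured by AlphaScreen, using a rabbit anti-monomethyl-H3K9 antibody with streptavidin donor and anti-IgG acceptor beads. Final levels are 20 nM enzyme, 500 nM peptide, 20 uM SAM; 2 h RT.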
BAZ2B block = qHTS Assay for Inhibitors of BAZ2B | Bromodomain adjacent to zinc finger domain protein 2B (Homo sapiens), Q9UIF8 | AlphaScreen BAZ2B-H3K14Ac peptide displacement | Potency, µM (top dose mostly 114 µM), inactives show top-dose activity change, negative = inhibition, most hits filed as inhibitors | 4.4% of 360,000 active; note: % is set by controls: 0 for no effect and ±100 for the full control effect; nearly all actives have a fitted effect of over 60% in size
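AlphaScreen luminescence quantifies BAZ2B engagement of H3K14Ac peptide; the protein and biotinylated peptide are both at 50 nM final, buffer PBS pH 7.4 with 0.01% Tween-20, all steps at room temperature.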
BLM helicase inh = qHTS Assay for Inhibitors of Bloom's syndrome helicase (BLM) | AID 2528, 2010 | 0.2% of 350,000 active | Potency, µM (doses to about 56.1 µM), without a hit: at the highest dose activity change, negative = inhibition, hits mostly inhibitors | RecQ-like DNA helicase BLM (Homo sapiens), P54132 | recombinant BLM DNA unwinding, fluorescence dequenching;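 note: plate controls were vehicle for no effect and no enzyme for full effect; nearly all actives have a fitted effect of over 35% in size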
Target sequence (P54132 whole entry, looked up): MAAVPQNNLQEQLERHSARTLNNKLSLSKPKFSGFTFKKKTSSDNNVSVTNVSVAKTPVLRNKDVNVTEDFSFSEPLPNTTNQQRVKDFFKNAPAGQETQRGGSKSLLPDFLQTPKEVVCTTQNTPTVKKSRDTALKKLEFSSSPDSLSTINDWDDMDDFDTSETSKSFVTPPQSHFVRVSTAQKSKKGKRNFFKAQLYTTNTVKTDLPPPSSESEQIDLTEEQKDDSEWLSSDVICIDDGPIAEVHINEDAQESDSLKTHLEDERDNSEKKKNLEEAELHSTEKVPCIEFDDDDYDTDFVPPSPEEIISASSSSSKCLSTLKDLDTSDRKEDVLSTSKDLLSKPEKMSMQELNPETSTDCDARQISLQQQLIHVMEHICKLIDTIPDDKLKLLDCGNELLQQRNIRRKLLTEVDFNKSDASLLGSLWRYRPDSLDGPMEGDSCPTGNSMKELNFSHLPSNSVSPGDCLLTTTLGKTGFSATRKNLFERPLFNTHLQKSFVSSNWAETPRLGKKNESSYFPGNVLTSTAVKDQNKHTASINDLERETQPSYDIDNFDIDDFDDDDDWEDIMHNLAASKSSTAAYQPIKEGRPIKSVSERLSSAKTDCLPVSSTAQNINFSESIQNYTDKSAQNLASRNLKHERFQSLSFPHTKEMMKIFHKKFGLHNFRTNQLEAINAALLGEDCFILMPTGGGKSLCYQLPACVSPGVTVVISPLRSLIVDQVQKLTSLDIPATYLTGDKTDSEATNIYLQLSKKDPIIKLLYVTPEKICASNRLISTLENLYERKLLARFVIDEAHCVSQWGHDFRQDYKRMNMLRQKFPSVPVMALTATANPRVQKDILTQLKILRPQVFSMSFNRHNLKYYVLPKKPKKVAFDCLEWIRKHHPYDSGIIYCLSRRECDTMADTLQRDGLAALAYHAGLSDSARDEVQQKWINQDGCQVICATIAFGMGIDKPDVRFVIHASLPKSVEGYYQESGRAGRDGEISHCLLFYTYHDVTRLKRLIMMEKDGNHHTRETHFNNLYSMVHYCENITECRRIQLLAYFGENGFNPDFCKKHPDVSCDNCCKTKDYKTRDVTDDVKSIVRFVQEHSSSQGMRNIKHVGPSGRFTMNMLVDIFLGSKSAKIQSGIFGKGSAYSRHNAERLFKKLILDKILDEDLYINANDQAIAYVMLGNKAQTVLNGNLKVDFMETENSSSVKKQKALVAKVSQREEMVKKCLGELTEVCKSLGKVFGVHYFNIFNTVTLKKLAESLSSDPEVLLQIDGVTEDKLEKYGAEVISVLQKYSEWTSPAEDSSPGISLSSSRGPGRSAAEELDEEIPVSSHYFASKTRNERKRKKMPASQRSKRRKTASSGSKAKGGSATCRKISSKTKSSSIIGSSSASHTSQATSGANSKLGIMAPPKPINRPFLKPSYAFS
* hit, by the source's call; i = inactive; ? = inconclusive; / = no result given; & = joins results of further samples; ! = repeats disagree; [ ] = remark or other dose. Unless noted, calls come from the whole dose curve; as a rule, active = well fitted curve in the direction sought with a large enough effect; inconclusive = small, poorly fitted or top-dose-only effect, or another doubt; inactive = no such curve, though single readings can be large; an effect the other way counts as inactive or inconclusive. Potency is the fitted concentration of half-maximal effect. Only part of the results is shown; the hit share may differ from the screen's.

item	JMJD2A Tudor inh	Pin1 inh	GLS inh	POLI inh	PGK inhibitor	HP1b chromo inh	G9a block	BAZ2B block	BLM helicase inh	compound
1	-25.4%	1.5%	-8.0%	-19.3%	i	2.6%	?	-24.8%	-2.5%	CCCS(=O)(=O)c1c(S(=O)(=O)CCC)c2cc(C(C)(C)C)ccn2c1C(=O)c1ccc(C)cc1
2	0.7%	4.0%	6.4%	23.1%	-9.8%	32.1%	27.6%[59 µM]	-0.8%	1.4%	CCOc1ccc(NC(=O)NCCn2nnc3cc(S(=O)(=O)N(C)C)ccc32)cc1
3	-35.5%	5.8%	-9.0%	?	3.3%	-6.6%	/	-29.6%	-29.8%	Cc1sc2c(c1C)C(O)=C(C(=O)Nc1ccccc1)S(=O)(=O)N2C
4	17.8µM*	1.2%&2.3%	?	-12.5%&-19.7%	?	20µM*	44.7µM*	35.5µM*!	0.0%&-3.7%	CCOc1ccc(NC(=O)CCS(=O)(=O)c2ccc(Br)cc2)cc1
5	-11.9%	0.6%	0.1%	11.9%	-7.1%	12.3%	24.9%[59 µM]	-1.6%	4.9%	COCCNC(=O)c1ccc(N(C)S(=O)(=O)c2ccc(OC)c(OC)c2)cc1
6	17.4%	0.8%	5.1%	30.9%[activator]	-10.4%	44.9%[activator]	1.2%	6.0%	-3.8%	COc1ccc2nc3oc(C(=O)N4CC(C)CC(C)C4)cc3cc2c1 (stereo unspecified)
7	-27.0%	1.0%	-7.2%	?	-5.0%	10.0%	-3.7%[59 µM]	-36.0%	2.2%	CCCNC(=O)Cn1nc(-c2ccc(OC)cc2)c2cnc3ccc(F)cc3c21
8	-21.1%	-4.3%	18.0%	-17.6%	-8.6%	-2.7%	?	?	-3.8%	CCOc1ccc(C(=O)Nc2ccc(N3CCN(C)CC3)cc2)cc1[N+](=O)[O-]
9	-12.5%	6.4%	4.2%	6.7%	2.1%[11.5 µM]	-8.4%	-10.8%[59 µM]	8.7%	-3.1%	COc1cccc(-c2nc(=S)c3c(n2CCCO)CCCC3)c1
10	-7.5%	-3.5%	?	21.6%	-4.9%	1.0%	79.4µM*	-17.6%	0.6%	S=C(Nc1ccc2c(c1)OCCO2)Nc1ccccc1Cl
11	-1.0%	12.0%	-6.6%	24.7%	i	130.2%[activator]	3.9%[59 µM]	59.2%[activator]	-5.3%	COC(=O)c1c(NC(=O)C(C)Oc2ccc(Cl)c(C)c2)sc(C)c1C (stereo unspecified)
12	1.3%	-1.3%	3.7%	-2.6%	-8.5%	42.9%[activator]	/	/	/	CCOc1ccc(S(=O)(=O)N2CCCCC2)cc1NC(=O)c1cccnc1OCC
13	-23.2%	5.3%	1.8%	3.8%	8.9%	16.2%	3.8%[2.33 µM]	-0.7%	/	Cc1ccc(CN2CC(=O)N3[C@H]4c5ccccc5OC[C@@H]4[C@H](c4ccccc4)[C@]3(C)C2=O)cc1
14	-15.8%	7.1%	23.9%	10.8%	6.4%	31.7%	14.3%[59 µM]	3.2%	6.1%	COc1ccccc1C(O)(C(=O)NNc1ccccc1C)c1ccccc1OC
15	4.2%	-0.5%	-1.2%	20.9%	-3.8%	19.6%	/	-3.3%	-7.3%	Cc1ccccc1CNC(=O)CC1C(=O)NCCN1Cc1c(F)cccc1Cl (stereo unspecified)
16	-18.4%	-1.1%	-11.4%	29.0%	-5.3%	-5.0%	-7.4%[59 µM]	3.8%[57.1 µM]	-2.8%	COc1ccc(NC(=O)c2cc(C)nc3c2c(C)nn3-c2ccc(C)cc2)cc1OC
17	-17.1%	-13.9%	1.0%	8.7%	-11.1%	11.9%	27.5%	2.7%	-0.7%	CS(=O)(=O)N(Cc1ccccc1Cl)c1ccc(C(=O)N2CCCC2)cc1
18	-11.1%	-0.4%	7.9%	3.0%	i	23.7%	19.1%[0.501 µM]	-31.5%	0.4%	O=C(CCCn1c(=O)[nH]c2ccsc2c1=O)N1CCN(c2ccccn2)CC1
19	-22.2%	11.0%	-1.4%	12.5%	-7.3%	19.4%	/	/	/	CC1(c2cccc(Br)c2)NC(=O)N(CC(=O)c2ccc3c(c2)OCCO3)C1=O (stereo unspecified)
20	50.1µM*	2.1%	12.8%	16.2%	-2.1%	-15.4%[57 µM]	-44.4%[59 µM]	?	-5.3%	Cc1cccc(N2CCN(C(=O)CN3CCSc4ccccc43)CC2C)c1 (stereo unspecified)
21	-11.8%	-6.1%	-5.5%	30.8%[activator]	-1.2%	28.6%	0.0%	7.6%	-6.1%	Cc1ccc(S(=O)(=O)N2CCN(C(=O)CCC(=O)NC3CCCc4ccccc43)CC2)cc1 (stereo unspecified)
22	?	-3.2%	9.1%	9.5%	4.7%	32.7%	70.8µM*	-29.4%	-0.9%	Cc1cccc(NC(=S)NCc2ccccn2)c1
23	-14.5%	0.8%	5.4%	5.9%	9.2%	8.2%	-5.8%[59 µM]	4.7%	-2.3%	C=CCn1c(SCC(=O)c2[nH]c(C)c(C(=O)OCC)c2C)nc2scc(-c3ccccc3)c2c1=O
24	-16.8%	-1.2%	-11.7%	-6.6%	-7.8%	17.3%	?	30.8%[activator]	-11.6%	C=CCn1c(CSc2nc3ccccc3s2)nnc1SCC(=O)NCc1cccnc1
25	-18.7%	-9.5%	17.2%	7.2%	i	33.8%	24.9%	3.1%	/	Cc1cccc(C(=O)NCC(=O)NNC(=O)c2ccccc2O)c1
26	2.1%	8.4%	5.4%	-1.3%	3.6%	19.1%	/	-1.3%	-1.7%	CCc1ccc(CNC(=O)CCS(=O)(=O)Cc2ccc(C)cc2)cc1
27	-2.5%	-5.2%	-0.5%	3.3%[58.9 µM]	-5.5%	11.8%	-4.0%[59 µM]	5.6%	-3.0%	Cc1cc(C(=O)N(C2CCCCC2)C2CCCCC2)no1
28	-15.4%	3.3%	6.8%	18.2%	5.5%	3.9%	19.7%	?	-3.8%	Cc1ccc(C(C(=O)NC(C)(C)C)N(Cc2ccco2)C(=O)CCC(=O)Nc2ccccn2)cc1 (stereo unspecified)
29	-17.8%	-1.8%	-13.7%	-14.3%	/	28.8%	20.8%[59 µM]	7.4%	-0.8%	C/C(Cn1nnc([N+](=O)[O-])n1)=N\NC(=O)c1ccc(Cl)c(Cl)c1
30	-26.9%	-3.1%	4.1%	12.1%	-6.5%	9.5%	-23.6%	?	-4.0%	COc1cccc(-c2nc(CS(=O)(=O)CC(=O)Nc3ccc(C(C)=O)cc3)c(C)o2)c1
31	-35.5%	?	-2.5%	9.3%	-3.1%	-0.9%	-1.7%	-31.3%	-9.6%	COc1ccc(S(=O)(=O)N2CCCc3ccccc32)cc1[N+](=O)[O-]
32	-2.8%	1.7%	0.0%	-12.8%	i	48.0%[activator]	8.5%	/	0.6%	CCN(CC)S(=O)(=O)c1ccc(/C=C/C(=O)OCC#N)cc1
33	-0.7%	0.8%	2.9%	25.4%	-3.8%	17.3%	1.5%[59 µM]	-6.1%	5.5%	O=C(NC1CCCCCC1)c1cccnc1Sc1ccccc1
34	13.6%	1.0%	-6.5%	78.5%[activator]	i	25.5%	29.1%[59 µM]	7.3%	0.2%	Cc1ccc(S(=O)(=O)N2CCOCC2)c(C)c1NS(C)(=O)=O
35	56.2µM*	1.9%	5.4%	121.6%[activator]	-2.0%	50.1µM*	50.1µM*	50.1µM*	-1.5%	C=CCn1c(C)csc1=Nc1ccccc1C
36	-18.3%	-0.3%	9.1%	-20.1%	-12.0%	17.8%	11.5%	-6.9%	-8.3%	CC(=O)c1cccc(CN2CCN(Cc3ccccc3)C(CCO)C2)c1 (stereo unspecified)
37	-4.8%	-0.8%	1.6%	77.6%[activator]	1.3%	17.3%	/	0.1%	0.8%	COc1ccc(CNC(=O)C2CC(O)CN2C(=O)Nc2ccccc2)cc1 (stereo unspecified)
38	-3.5%	-3.3%	-0.3%	13.1%	1.5%	30.2%	46.6%	-2.0%	0.0%	Cc1cc(-c2nnc(SCC(=O)NC3CC3)n2C(C)C)cs1
39	-32.8%	33.8%[activator]	76.8%[activator]	47.4%[activator]	-6.4%	9.5%	-12.4%[59 µM]	-37.6%	-12.0%	Cc1c(-c2cccc(Cl)c2)nc2ccccc2c1C(=O)OCC(=O)Nc1ccc2c(c1)OCO2
40	-12.4%	-5.8%	2.1%	0.8%	-5.9%	56.1%[activator]	50.1µM*	6.9%	-0.1%	CCC(=O)N1CCc2cc(S(=O)(=O)CCC(=O)Nc3cccc(C)n3)ccc21

Arranged by the number under GLS inh (falling): 3 of the compounds above
item	JMJD2A Tudor inh	Pin1 inh	GLS inh	POLI inh	PGK inhibitor	HP1b chromo inh	G9a block	BAZ2B block	BLM helicase inh	compound
40	-12.4%	-5.8%	2.1%	0.8%	-5.9%	56.1%[activator]	50.1µM*	6.9%	-0.1%	CCC(=O)N1CCc2cc(S(=O)(=O)CCC(=O)Nc3cccc(C)n3)ccc21
32	-2.8%	1.7%	0.0%	-12.8%	i	48.0%[activator]	8.5%	/	0.6%	CCN(CC)S(=O)(=O)c1ccc(/C=C/C(=O)OCC#N)cc1
38	-3.5%	-3.3%	-0.3%	13.1%	1.5%	30.2%	46.6%	-2.0%	0.0%	Cc1cc(-c2nnc(SCC(=O)NC3CC3)n2C(C)C)cs1

Part of the list above, tab-delimited:
entry	Structure	JMJD2A Tudor inh	Pin1 inh	GLS inh	POLI inh	PGK inhibitor	HP1b chromo inh	G9a block	BAZ2B block	BLM helicase inh
39	Cc1c(-c2cccc(Cl)c2)nc2ccccc2c1C(=O)OCC(=O)Nc1ccc2c(c1)OCO2	-32.8%	33.8%[activator]	76.8%[activator]	47.4%[activator]	-6.4%	9.5%	-12.4%[59 µM]	-37.6%	-12.0%
40	CCC(=O)N1CCc2cc(S(=O)(=O)CCC(=O)Nc3cccc(C)n3)ccc21	-12.4%	-5.8%	2.1%	0.8%	-5.9%	56.1%[activator]	50.1µM*	6.9%	-0.1%
